Screens from PubChem.
NR2F2 inh: blocks human COUP-TFII nuclear receptor; HEK293T NGFI-A luciferase reporter, luminescence; inhibition, % at 8.6 µM; hit rate 0.7% among 370,000;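 active = inhibition above a per-plate cutoff, mean inhibition of test wells between control levels plus 3 SD, cut at about 38% in these data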;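 note: cells cotransfected with COUP-TFII expression vector driving the NGFI-A reporter; 0% = median of COUP-TF2 test wells and 100% = reporter-only cells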
Target sequence (P24468 whole entry, looked up): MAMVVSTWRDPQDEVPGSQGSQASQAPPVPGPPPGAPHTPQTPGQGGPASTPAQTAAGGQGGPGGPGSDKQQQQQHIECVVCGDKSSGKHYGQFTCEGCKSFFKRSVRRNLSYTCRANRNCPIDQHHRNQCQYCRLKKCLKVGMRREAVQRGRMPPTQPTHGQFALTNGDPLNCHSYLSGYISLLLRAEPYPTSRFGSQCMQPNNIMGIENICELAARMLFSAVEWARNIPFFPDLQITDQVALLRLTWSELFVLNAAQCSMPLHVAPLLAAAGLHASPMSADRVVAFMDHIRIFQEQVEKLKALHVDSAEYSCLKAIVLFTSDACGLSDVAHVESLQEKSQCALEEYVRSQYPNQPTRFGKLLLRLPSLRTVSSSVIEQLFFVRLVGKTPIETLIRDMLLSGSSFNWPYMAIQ
TROY signal inh: TROY signaling inhibition; hit rate 0.98% among 360,000; Q293 LMP1-TROYcd NF-kB luciferase reporter, 4 h; AID 1347056; inhibition, % at 10 µM;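 active = compounds whose plate-normalised and pattern-corrected inhibition of the luciferase reporter signal at the single screening dose is 50% or more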
KKLEB cytotox: CF airway cell cytotoxicity counter-screen; hit rate 0.36% among 360,000; activity change (cytotoxicity), % at 5 µM; KKLEB CF airway cells viability, ATPlite luminescence, overnight; active compounds read low; cells stimulated with P. aeruginosa culture filtrate;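 active = corrected activity change at or below -50% at 5 µM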
EBV LMP1 NFkB: Epstein-Barr LMP1 NF-kappaB reporter inhibition | LMP1-induced NF-kappaB luciferase reporter cells, luminescence | hit rate 0.69% among 350,000 | inhibition, % at 12.5 µM | AID 504558; in the data active = inhibition above about 41%;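 note: 0% = neutral control wells and 100% = reference inhibitor control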
CF NFkB inh: blocks PAF-induced NF-kB reporter in cystic fibrosis cells; KKLEB NF-kB-GFP reporter, GFP fluorescence overnight; inhibition, % at 5 µM; hit rate 0.86% among 360,000; AID 588850;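 active = at least 50% inhibition at 5 µM, scaled per plate between neutral and stimulator controls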;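 note: PAF is a Pseudomonas aeruginosa culture filtrate used as stimulus; plate controls were PAF-stimulated DMSO wells for no effect and unstimulated DMSO wells for full effect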
NCOA3 inh: inhibitors of human steroid receptor coactivator 3 (SRC3) | Q9Y6Q9 | HEK293 GAL4-SRC3 luciferase reporter, luminescence | inhibition, % at 3.6 µM | hit rate 0.17% among 360,000 | AID 588352;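 active = inhibition above a per-campaign cutoff, the mean of all compounds plus 3 SD, cut at about 60% in these data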;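 note: 0% = DMSO-treated cells and 100% = gossypol-treated cells at 36 µM; higher means less SRC3-driven luciferase light from the GAL4 reporter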
NR5A2 inv ag: NR5A2 inverse agonism in reporter assay; O00482; HEK293T StAR-luciferase reporter, LRH-1 transfected, 24 h; inhibition, % at 3.6 µM; hit rate 0.13% among 360,000; AID 602396;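 active = inhibition above the mean inhibition of all tested compounds plus 3 SD, cut at about 73% in these data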;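 note: 0% = DMSO wells and 100% = reporter-only cells lacking LRH-1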
Target sequence (O00482 whole entry, looked up): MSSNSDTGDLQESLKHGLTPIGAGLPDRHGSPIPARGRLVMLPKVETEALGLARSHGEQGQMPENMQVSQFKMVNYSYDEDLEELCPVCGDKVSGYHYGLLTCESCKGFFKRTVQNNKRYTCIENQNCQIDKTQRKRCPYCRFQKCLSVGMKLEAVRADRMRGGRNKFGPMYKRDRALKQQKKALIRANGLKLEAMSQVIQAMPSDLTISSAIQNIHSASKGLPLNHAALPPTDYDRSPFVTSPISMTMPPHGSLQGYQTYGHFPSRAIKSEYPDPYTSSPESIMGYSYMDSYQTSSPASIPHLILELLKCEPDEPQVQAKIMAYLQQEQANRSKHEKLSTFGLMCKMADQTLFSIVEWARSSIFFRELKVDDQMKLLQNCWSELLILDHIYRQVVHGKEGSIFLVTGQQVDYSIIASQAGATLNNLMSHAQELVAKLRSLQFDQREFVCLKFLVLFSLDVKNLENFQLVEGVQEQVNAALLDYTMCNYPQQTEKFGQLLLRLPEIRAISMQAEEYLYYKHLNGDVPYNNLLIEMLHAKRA
TRAIL sens C8: caspase-8 TRAIL sensitization; NB7+C8 cells + TRAIL, ATPlite viability luminescence; inhibition (viability loss, TRAIL sensitization), % at 10 µM; hit rate 1% among 360,000; AID 624354;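 active = compounds causing at least 50% loss of cell viability in the single-dose screen, relative to plate controls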
SRC2 inh: human SRC2 (NCOA2) inhibition; hit rate 0.17% among 370,000; inhibition, % at 9 µM; HEK293 GAL4-SRC2 luciferase reporter, luminescence; Q15596;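 active = inhibition above the mean inhibition of all tested compounds plus 3 SD, set per campaign, cut at about 52% in these data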;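 note: 0% = DMSO treated cells and 100% = cells given Gossypol at 36 µM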
NCOA1 inh: human NCOA1 inhibition; Q15788; HEK293 GAL4-SRC1 luciferase reporter, luminescence; inhibition, % at 3.6 µM; hit rate 0.12% among 360,000; AID 588354;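 active = inhibition above the campaign mean plus 3 SD, with each screening campaign given its own cutoff, cut at about 60% in these data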;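 note: 0% = DMSO treated cells and 100% = gossypol at 36 µM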
TWEAK-Fn14 inh: TWEAK-Fn14 signaling inhibition; TWEAK-stimulated Fn14 reporter cells, luciferase luminescence, 8 h; inhibition, % at 10 µM; hit rate 2% among 360,000; AID 1159606; in the data active = inhibition above about 50%
The depositor's hits bear a star; · = not tested or not shown.

nr	structure	NR2F2 inh	TROY signal inh	KKLEB cytotox	EBV LMP1 NFkB	CF NFkB inh	NCOA3 inh
1	Cc1noc(C)c1COc1ccccc1C(=O)N1CCN(c2cccc(C(F)(F)F)c2)CC1	19	0	-19	3	28	23
2	COc1ccc(-c2cc(C(=O)NC3CC3)c3ccccc3n2)cc1	-24	-15	-7	-2	-2	-10
3	CC(NS(=O)(=O)c1cc2c3c(c1)CCN3C(=O)CC2)c1ccccc1 (configuration not stated)	-10	-9	-1	6	-4	-23
4	CCCCCCCCCCCn1nnnc1N	-4	0	-29	5	18	-6
5	O=C(Nc1nccs1)c1cc(Cl)nc2ccccc12	16	-8	2	-7	-7	-6
6	CC(=O)c1cc(-c2ccc(F)cc2)n(CC(=O)NCc2cccs2)c1C	11	-8	-9	1	-4	21
7	CCc1ccc(C(=O)NC(CCSC)C(=O)O)cc1 (configuration not stated)	-3	17	-4	-15	-9	5
8	O=C(N/N=C/c1ccc(-c2cccc(C(F)(F)F)c2)o1)c1ccccc1Br	-3	65*	-3	-7	-19	5

nr	NR5A2 inv ag	TRAIL sens C8	SRC2 inh	NCOA1 inh	TWEAK-Fn14 inh
1	15	17	11	-7	11
2	11	3	-49	1	18
3	22	-23	-22	0	1
4	-4	-5	-24	-6	9
5	18	9	-12	-13	18
6	0	-2	-8	0	-13
7	-5	-6	-15	12	0
8	-19	-7	-28	0	59*

(cont.)
nr	structure	NR2F2 inh	TROY signal inh	KKLEB cytotox	EBV LMP1 NFkB	CF NFkB inh	NCOA3 inh
9	CCCCCn1c(CNC(=O)c2cccs2)nc2ccccc21	4	4	-2	4	-21	7
10	Cc1ccc(C(=O)NNC(=O)C2CCN(c3nccc(C)n3)CC2)cc1	-19	5	6	13	-11	13
11	Cc1ccc(/C=C/C(=O)OCc2nc(N)nc(Nc3ccccc3C)n2)o1	11	1	-8	0	-4	4
12	CN(CC(=O)NCCCN1CCOCC1)S(=O)(=O)c1ccc(Br)cc1	-5	·	6	0	-4	4
13	CCOc1ccc(S(=O)(=O)NC2CCCC2)cc1C	-3	3	9	0	4	-4
14	C=CCN(C(=O)c1csnn1)C(C(=O)NC1CCCC1)c1c(F)cccc1Cl (configuration not stated)	10	-6	4	3	-10	7
15	COc1ccccc1N1CCN(C2CCCN(C(=O)c3cscn3)C2)CC1 (configuration not stated)	-37	-10	3	-2	-7	-18
16	N#C/C(=C\c1cccnc1)C(=O)Nc1ccc(S(N)(=O)=O)cc1	-15	9	-3	-1	2	-7

nr	NR5A2 inv ag	TRAIL sens C8	SRC2 inh	NCOA1 inh	TWEAK-Fn14 inh
9	-14	12	-2	13	0
10	-16	-16	12	-4	-11
11	19	5	16	-4	-16
12	-8	-6	-19	9	63*
13	19	4	1	7	10
14	4	10	-6	-5	3
15	-18	-12	1	-9	-15
16	0	-14	7	-20	14

(further entries)
nr	structure	NR2F2 inh	TROY signal inh	KKLEB cytotox	EBV LMP1 NFkB	CF NFkB inh	NCOA3 inh
17	CC(=O)n1c2ccccc2c2c1c1ccccc1n2C	8	8	0	-11	-7	-4
18	O=C(Cc1cccs1)N/N=C/c1ccc(OCc2ccccc2)cc1	1	-27	-5	-6	9	-5
19	CCOC(=O)C1(Cc2cccc(F)c2)CCN(C(=O)C2CCOCC2)CC1	12	-1	0	0	17	13
20	O=C(/C=C/c1ccc(S(=O)(=O)N2CCOCC2)cc1)NCCCn1ccnc1	-12	14	-22	-7	3	7
21	CC1=NN(c2ccccc2)C(=O)/C1=C\c1cc(C)n(-c2ccccc2)c1C	11	49	-2	7	3	4
22	CCC(C)[C@H](NC(=O)[C@@H]1Cc2c([nH]c3ccccc23)C2c3ccccc3C(=O)N21)C(=O)NCC1CCCO1 (some centres not stated)	-9	3	-2	-4	-39	4
23	Nc1cc(C(=O)OCC(=O)NCCCc2ccccc2)ccc1Cl	-1	3	3	-7	-9	17
24	CNC(=O)COc1coc(CN2CCN(c3ccc(OC)cc3)CC2)cc1=O	6	9	3	-4	15	0

nr	NR5A2 inv ag	TRAIL sens C8	SRC2 inh	NCOA1 inh	TWEAK-Fn14 inh
17	12	4	-36	-24	11
18	-14	4	-7	-13	12
19	1	-1	-7	-11	-1
20	0	3	7	-7	4
21	1	25	7	4	23
22	4	1	2	-5	-10
23	4	-12	-18	8	-3
24	0	4	3	14	20

More records.
nr	structure	NR2F2 inh	TROY signal inh	KKLEB cytotox	EBV LMP1 NFkB	CF NFkB inh	NCOA3 inh
25	Cn1c(=O)c2c(-c3ccccc3)n(-c3ccccc3S)cc2n(C)c1=O	1	-11	-6	5	-15	10
26	CC12CCC(=O)C=C1CCC1C2C(O)CC2(C)C(c3csc(N)n3)CCC12 (configuration not stated)	29	29	-8	11	7	-7
27	OC[C@@H]1CN(Cc2ccncc2)C[C@H](n2cnc3c(N4CCCC4)ncnc32)O1	5	-16	-7	·	2	-9
28	CC(Oc1ccc(Cl)cc1Cl)c1ccn[nH]1 (configuration not stated)	-11	-4	-4	-1	10	5
29	COC(=O)C1CC(c2ccccc2)N(c2ccccc2)O1 (configuration not stated)	5	-14	0	-7	-5	3
30	C[C@H](CO)N1C[C@H](C)[C@@H](CN(C)S(=O)(=O)c2ccc(F)cc2)Oc2ccc(NC(=O)Nc3ccccc3)cc2C1=O	-3	-2	-13	2	8	4
31	COc1ccccc1CC(=O)Nc1cccc(S(=O)(=O)N2CCOCC2)c1	3	1	0	4	11	23
32	O=C(CSc1nc2ccccc2c(=O)n1Cc1ccc(F)cc1)NCC1CCCO1 (configuration not stated)	-14	11	4	-12	5	2

nr	NR5A2 inv ag	TRAIL sens C8	SRC2 inh	NCOA1 inh	TWEAK-Fn14 inh
25	-5	-8	8	-1	5
26	3	-9	12	-4	12
27	-23	10	-13	4	-5
28	-10	3	-19	7	-2
29	6	-1	-18	12	15
30	9	7	0	-9	10
31	-14	-17	8	4	2
32	-26	5	2	-4	-2

(more compounds)
nr	structure	NR2F2 inh	TROY signal inh	KKLEB cytotox	EBV LMP1 NFkB	CF NFkB inh	NCOA3 inh
33	Cc1cc(Cl)ccc1OC(C)C(=O)N1CCCN(C(=O)C(C)Oc2ccc(Cl)cc2C)CC1 (configuration not stated)	21	39	-2	-3	7	12
34	CCN(C(=O)COC(=O)c1ccc(O)cc1)c1cccc2ccccc12	9	-1	-4	-7	3	-6
35	Cc1ccc(Oc2cc(C#N)c(C#N)cc2-n2nnc3ccccc32)cc1C	·	1	-10	1	10	12
36	CCCn1c(NC(=O)CCS(=O)(=O)c2ccc(C)cc2)nc2ccccc21	10	15	-14	7	11	-10
37	COc1ccc(-c2cc(C(F)(F)F)nc(SCCC(=O)N3CCN4CCCC4C3)n2)cc1 (configuration not stated)	-3	-14	-3	0	6	3
38	CCCOC(=O)/C=C/c1c(C)[nH]c(=O)[nH]c1=O	-1	5	8	-2	4	-2
39	C=CC[C@@H](Cc1ccc(F)cc1)C(=O)OC[C@@H]1CCCN1C(=O)[C@H](CC=C)CC(=O)N(CCO)Cc1ccccc1	16	34	-2	21	25	5
40	O=C(OC1CCCCC1=O)c1ccc(S(=O)(=O)Nc2ccccc2)cc1 (configuration not stated)	17	19	23	3	-8	-7

nr	NR5A2 inv ag	TRAIL sens C8	SRC2 inh	NCOA1 inh	TWEAK-Fn14 inh
33	6	17	26	21	63*
34	-7	11	-7	-3	15
35	2	9	·	-5	-1
36	26	0	8	-8	13
37	5	5	-18	3	-26
38	13	0	-15	0	0
39	8	-14	20	2	17
40	10	7	9	5	-1

Full records as entered above. Order of screens: NR2F2 inh, TROY signal inh, KKLEB cytotox, EBV LMP1 NFkB, CF NFkB inh, NCOA3 inh, NR5A2 inv ag, TRAIL sens C8, SRC2 inh, NCOA1 inh, TWEAK-Fn14 inh
Cc1ccc(Oc2cc(C#N)c(C#N)cc2-n2nnc3ccccc32)cc1C is entered as ·, 1, -10, 1, 10, 12, 2, 9, ·, -5, -1
O=C(OC1CCCCC1=O)c1ccc(S(=O)(=O)Nc2ccccc2)cc1 (configuration not stated) is entered as 17, 19, 23, 3, -8, -7, 10, 7, 9, 5, -1
C=CC[C@@H](Cc1ccc(F)cc1)C(=O)OC[C@@H]1CCCN1C(=O)[C@H](CC=C)CC(=O)N(CCO)Cc1ccccc1 is entered as 16, 34, -2, 21, 25, 5, 8, -14, 20, 2, 17
CCCn1c(NC(=O)CCS(=O)(=O)c2ccc(C)cc2)nc2ccccc21 is entered as 10, 15, -14, 7, 11, -10, 26, 0, 8, -8, 13
CCCOC(=O)/C=C/c1c(C)[nH]c(=O)[nH]c1=O is entered as -1, 5, 8, -2, 4, -2, 13, 0, -15, 0, 0

Following part:
nr	structure	NR2F2 inh	TROY signal inh	KKLEB cytotox	EBV LMP1 NFkB	CF NFkB inh	NCOA3 inh
41	CC(=O)Nc1ccc(S(=O)(=O)NNC(=O)c2ccc3c(c2)OCO3)cc1	2	7	14	6	-13	-24
42	CCN(CC(=O)Nc1c(F)cccc1F)C(=O)c1cc(-c2cccs2)nn1-c1ccccc1	15	25	-7	-12	13	-14
43	CC(C)[C@H](NC(=O)c1ccccc1)C(=O)N1CCc2ccccc21	2	-11	2	-17	2	0
44	O=C(O)CNC(=S)N(Cc1ccco1)Cc1ccccc1Cl	-6	5	-9	4	16	22
45	COc1ccc(C2Nc3ccccc3C(=O)N2Cc2ccccc2)cc1CSc1ccccn1 (configuration not stated)	-6	11	8	-5	-2	4
46	Cc1ccc(SCCSc2nc(N)cc(=O)[nH]2)cc1	-28	7	-1	5	-23	-31

nr	NR5A2 inv ag	TRAIL sens C8	SRC2 inh	NCOA1 inh	TWEAK-Fn14 inh
41	-2	-7	1	-7	-5
42	6	4	27	-3	20
43	-11	3	-9	-10	-4
44	16	-8	-11	19	20
45	-4	4	-10	6	-19
46	-32	18	-30	-8	-26
